Rab2 wt GTP: modulators of GTP binding to Rab2A wildtype, primary screen, biochemical, dog, bead-based flow cytometry, multiplex; GST-Rab2 wt beads, Bodipy-GTP binding; GTP binding activity, % at 10 µM; 190,000 tested, 0.19% active; AID 760, 2007;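 active means GTP binding activity at least 20 points away from 100%, either lowered or raised; inconclusive means signal likely due to the compound's own green fluorescence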;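 further: 0% = beads with excess unlabeled GTP and 100% = no-compound control corrected for plate trend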
Pf gamet viab: late stage P. falciparum gametocyte viability inhibitors, primary screen, ATP luminescence, HTS. 150,000 tested, 0.065% active. AID 743093, 2013. inhibition, % at 10.9 µM. P. falciparum stage V gametocytes, 24 h;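 active means inhibition above the mean plus 3 SD of compounds within the control limits, set per campaign, cut at about 38% in these data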;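 further: 0% = DMSO wells and 100% = medium only without gametocytes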
Mcl1-Noxa inh: Mcl-1/Noxa binding inhibitors, primary screen, biochemical, TR-FRET, 1536-well; Induced myeloid leukemia cell differentiation protein Mcl-1 (Homo sapiens), Q07820; TR-FRET Mcl-1/Noxa peptide binding, 2 h; inhibition, % at 21.7 µM; 220,000 tested, 1.5% active;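 active means compounds that cut the protein-peptide binding signal by more than 50% relative to plate controls in a single-dose test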;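 further: His-tagged Mcl-1 with rhodamine Noxa BH3 peptide and terbium anti-His antibody; 0% = Mcl-1 plus Noxa peptide wells and 100% = peptide-only wells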
Target sequence (Q07820 whole entry, looked up): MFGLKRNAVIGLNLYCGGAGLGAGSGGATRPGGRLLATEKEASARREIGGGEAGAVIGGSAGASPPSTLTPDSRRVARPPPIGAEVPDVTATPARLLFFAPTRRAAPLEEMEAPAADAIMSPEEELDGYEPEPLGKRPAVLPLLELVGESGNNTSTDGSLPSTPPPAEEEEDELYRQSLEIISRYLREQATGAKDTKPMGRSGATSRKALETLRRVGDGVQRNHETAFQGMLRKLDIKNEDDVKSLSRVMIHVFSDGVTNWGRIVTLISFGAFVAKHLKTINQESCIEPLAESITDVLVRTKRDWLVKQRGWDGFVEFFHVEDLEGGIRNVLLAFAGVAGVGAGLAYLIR
HRas wt GTP bind: modulators of GTP binding to HRas wildtype, primary screen, biochemical, bead-based flow cytometry, multiplex; GTPase HRas (Homo sapiens), P01112; GST-Ras wt beads, Bodipy-FL-GTP binding; actives lie on both sides; GTP binding activity, % at 10 µM; 190,000 tested, 0.14% active; AID 759, 2007;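 active means GTP binding activity at least 20% away from the 100% baseline, either lowered as inhibitor or raised as activator; inconclusive means flagged as likely green fluorescent, judged across all proteins in the well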;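 further: 0% = unlabeled GTP competition control and 100% = no-compound control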
Target sequence (P01112 whole entry, looked up): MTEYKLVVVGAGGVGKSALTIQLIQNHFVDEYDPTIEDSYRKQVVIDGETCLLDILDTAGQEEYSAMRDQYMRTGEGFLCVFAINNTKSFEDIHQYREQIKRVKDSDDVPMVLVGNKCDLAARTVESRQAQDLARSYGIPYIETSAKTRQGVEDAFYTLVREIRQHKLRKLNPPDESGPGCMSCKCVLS
GSH fluor: compound fluorescence on glutathione beads, profiling panel, artefact control, biophysical, 488/530 nm, flow cytometry; GSH beads flow cytometry, compound fluorescence 488/530 nm; hits give high values; fluorescence (KMESF) at 10 µM; 190,000 tested, 0.25% active; in the data active means fluorescence above about 89;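 further: glutathione beads carrying GST-tagged Bcl family fusion proteins plus one bare bead set; values are compound well signal with DMSO vehicle wells as background; inactives centre near 16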
Rac1 wt modul: wildtype Rac1 GTP binding modulators, primary screen, biochemical, GST-Rac1 beads, flow cytometry, multiplex; Ras-related C3 botulinum toxin substrate 1 (Homo sapiens), P63000; fluorescent GTP binding; actives lie on both sides; 0 = cold GTP competed, 100 = untreated; GTP binding activity (% of control), % at 10 µM; 190,000 tested, 0.27% active; AID 757, 2007;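 active means GTP binding activity at least 20 points away from the 100% control level, either lower or higher; inconclusive means compound flagged as likely green fluorescent, judged across all proteins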
Rab7 wt GTP bind: modulators of GTP binding to Rab7, primary screen, biochemical, wildtype, multiplex bead flow cytometry | AID 758, 2007 | 190,000 tested, 0.055% active | GTP binding activity (percent of control), % at 10 µM | GST-Rab7 beads, fluorescent GTP binding; actives lie on both sides; untreated = 100%, excess cold GTP = 0% | Rab7 GTPase wild type (dog), Bodipy-FL-GTP binding;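 active means fluorescent GTP binding to Rab7 beads changed by at least 20 points from the 100% baseline, either direction, mostly lower; inconclusive means compound itself probably fluorescent, or too few beads counted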;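 further: median green fluorescence of bound Bodipy-FL-GTP per Rab7 bead population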
Mcl1 Bid PPI: Mcl-1/Bid binding inhibitors, primary screen, biochemical, TR-FRET, 1536-well | Induced myeloid leukemia cell differentiation protein Mcl-1 (Homo sapiens), Q07820 | TR-FRET Mcl-1/Bid-Dy647 peptide binding | inhibition, % at 21.7 µM | 220,000 tested, 0.97% active | AID 1021, 2008;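 active means compounds that cut the binding signal by more than half at the single screening dose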;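 further: His-tagged Mcl-1 with europium anti-His antibody binding Bid BH3 peptide; 0% = Mcl-1 plus peptide wells and 100% = peptide-only wells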
Cdc42 wt GTP: modulators of GTP binding to wildtype Cdc42, primary screen, biochemical, multiplex bead flow cytometry, Bodipy-GTP. GST-Cdc42 beads; actives lie on both sides. Cell division control protein 42 homolog (Homo sapiens), P60953. 190,000 tested, 0.2% active. percent activity (GTP binding), % at 10 µM;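 active means percent activity GTP binding at least 20 points away from the 100% baseline, either down as inhibitor or up as activator; inconclusive means compound flagged as likely green fluorescent from well-wide comparison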;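 further: median bead fluorescence of bound Bodipy-FL-GTP at 100 nM; 0% = excess unlabeled GTP control and 100% = no compound control; below 100% means less GTP binding so inhibitor and above means activator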
Target sequence (P60953 whole entry, looked up): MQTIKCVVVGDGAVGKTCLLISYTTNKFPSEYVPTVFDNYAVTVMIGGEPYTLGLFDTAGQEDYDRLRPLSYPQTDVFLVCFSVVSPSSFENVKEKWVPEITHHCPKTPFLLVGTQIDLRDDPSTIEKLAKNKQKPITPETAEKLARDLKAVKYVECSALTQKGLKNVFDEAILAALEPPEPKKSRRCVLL
Avidin fluor: green autofluorescence of compounds with avidin beads – biophysical, 488/530 nm, flow cytometry, artefact control, profiling panel. compound fluorescence 488/530 nm; hits give high values. fluorescence (KMESF) at 10 µM. 220,000 tested, 0.38% active. AID 1775, 2009; in the data active means fluorescence above about 47; further: inactives centre near 10
Rac1 act GTP bind: GTP binding modulators of activated mutant Rac1, primary screen, biochemical, bead-based flow cytometry, multiplex, fluorescent GTP; Ras-related C3 botulinum toxin substrate 1 (Homo sapiens), P63000; GST-Rac1 activated beads; actives lie on both sides; 100% means binding = to untreated wells; percent activity (GTP binding), % at 10 µM; 190,000 tested, 0.11% active; AID 764, 2007;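 active means GTP binding at least 20 percentage points away from the 100% baseline, in either direction, so actives lie on both sides; inconclusive means Compound likely fluorescent itself, or too few beads counted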
* = called active by the depositor; ? = inconclusive; nt = no result given; & = joins results of further samples. Random draw from the library; any-hit rate near 3%.

SMILES	Rab2 wt GTP	Pf gamet viab	Mcl1-Noxa inh	HRas wt GTP bind	GSH fluor	Rac1 wt modul	Rab7 wt GTP bind	Mcl1 Bid PPI	Cdc42 wt GTP	Avidin fluor	Rac1 act GTP bind
Cc1ccc(OCCN2CCN(C)CC2)c([N+](=O)[O-])c1	99	-1	7	100	9	101	93	40	99	16	101
CCOc1ccccc1Nc1ccc(C(=O)O)cc1NC(C)=O	93	13	5	96	41	96	94	-9	96	6	94
Cc1ccc(N(C(=O)c2ccc(CN3CCOCC3)o2)C(C(=O)NCCC(C)C)c2cccs2)c(C)c1 (stereo not given)	99	6	10	102	10	103	100	-24	95	13	100
O=C(c1ccc(-c2ccc(Cl)cc2)o1)N1CCN(c2ccc([N+](=O)[O-])cc2Cl)CC1	95	nt	nt	94	33	90	94	-11	93	11	91
O=C(O)Cc1cc(C(=O)Nc2ccc(Br)cc2)sc1-c1ccccc1	92	nt	1	95	36	97	97	-23	91	4	95
CC(C)Cn1c(N)c(C(=O)CCl)c(=O)n(C)c1=O	101	-3	11	102	19	108	96	1	101	7	103
CSc1nnc(C)c(=O)n1COC(=O)COc1ccc(F)cc1	95	-5	-27	96	8	93	96	-72	95	24	96
O=C(c1ccccc1)N1CCCC(c2ccc(Cl)cc2)=N1	103	nt	-6	104	24	100	100	8	102	14	98
Cc1nnsc1C(=O)Nc1ccccc1Cl	99	nt	5	101	23	109	100	-7	104	6	99
c1ccc(-c2csc(-n3cnnn3)n2)cc1	100	-6	-3	102	20	101	101	-10	102	12	98
CCCN(Cc1ccccc1)C(=S)Nc1ccc(OCC)cc1	94	-26	-11	95	9	92	99	-44	93	16	93
COc1ccc(C2C(C#N)=C(N)OC3=C2C(=O)CC(C)(C)C3)c([N+](=O)[O-])c1OC (stereo not given)	96	nt	5	99	9	98	91	-21	98	10	97
O=c1cc(CSc2nnnn2-c2ccccc2)nc2sccn12	?	-18	12	?	9	?	?	-16	?	20	?
COc1ccc(C(=O)Nc2ccc3oc(Cc4ccc(Cl)cc4)nc3c2)cc1OC	101	nt	-2	101	24	102	101	-8	100	5	97
CCCCn1nnc(NC(=O)C(c2ccccc2)c2ccccc2)n1	95	3	8	95	18	99	94	-28	94	9	98
N#Cc1nc(COc2ccc(-c3ccccc3)cc2)oc1NCCCN1CCOCC1	100	nt	5	100	12	98	98	-40	99	233*	97
O=C(COC(=O)Cc1ccc(F)cc1)Nc1cc(S(=O)(=O)N2CCOCC2)ccc1N1CCCC1	97	-42	10	99	12	105	98	-18	103	21	98
c1ccc(-n2ncc3c(NCCCN4CCOCC4)ncnc32)cc1	101	1	9	102	10	102	100	-12	100	11	101
O=C(Nc1ccc(N2CCOCC2)c(Cl)c1)c1ccco1	101	9	6	99	32	97	98	-5	97	13	99
CC(=O)N1CC2(C)CN(C(C)=O)CC(C)(C1)C2	99	-11	9	100	11	100	100	-16	100	11	99
Cc1nn(-c2ccccc2)c(C)c1NC(=O)Cc1cccs1	103	nt	4	102	17	110	105	-8	105	6	100
CC(=O)Nc1ccc(S(=O)(=O)N2CCN(c3cc(C)ccc3C)CC2)cc1	98	nt	45	98	19	100	100	5	100	7	96
CC(=O)Nc1ccc(S(=O)(=O)n2cnc3cc(C)c(C)cc32)cc1	96	nt	13	96	63	94	95	-1	97	2	94
CC(C)NCC(O)COC1CCC(C(C)(C)C)CC1 (stereo not given)	102	-3	-8	101	21	100	108	-2	97	17	96
O=C(NCc1ccc2c(c1)OCO2)c1c(O)c2cccc3c2n(c1=O)CCC3	87	nt	29	91	25	94	93	5	90	14	89
CCCCCCCCCCOC(=O)NC1CCS(=O)(=O)C1 (stereo not given)	94	1	11	94	11	95	93	-9	91	11	93
CCOc1ccc(NC(=O)CC2C(=O)N(CC)C(=S)N2CCN2CCOCC2)cc1 (stereo not given)	99	13	3	98	9	97	105	-26	95	18	94
CCc1c(C)nc2cc(-c3ccc(OC)c(OC)c3)nn2c1N1CCCC1	101	nt	16	101	65	100	99	-75	100	7	98
O=C(CCn1c(=O)c2ccccc2n(Cc2cc(=O)n3ccccc3n2)c1=O)NCc1ccco1	98	nt	-19	100	20	105	97	-12	98	5	98
CC/C(C)=N/NC(=S)NCc1ccco1	98	-14	-9	100	8	99	101	-11	100	2	99
Fc1ccc(CNCc2ccc(Br)cc2)cc1	99	nt	12	98	7	103	99	4	100	1	101
C#CCOCCOCCOCCNc1nc(N2CCN(C(=O)[C@H]([C@@H](C)CC)n3cc(CCCN=C(N)N)nn3)CC2)nc(N2CCN(C(=O)[C@H](CCCCN)n3cc(CCC(=O)O)nn3)CC2)n1	101	-17	17	104	19	102	104	20	101	11	98
O=C(O)c1ccc(NC(CSCc2ccc(F)cc2)C(=O)O)c([N+](=O)[O-])c1 (stereo not given)	91	nt	nt	92	35	91	93	-33	93	13	90
CCOC(=O)CNC(=O)c1sc2nc(C)cc(C)c2c1N	99	nt	-13	101	11	101	103	-28	101	9	97
N#CCc1c(C#N)c(N)nc(N2CCN(S(=O)(=O)c3ccccc3)CC2)c1C#N	94	nt	0	93	27	95	97	-7	95	9	94
C/C(O)=C(\C#N)c1nc2ccccc2[nH]1	97	nt	-2	nt	13	93	93	-10	nt	18	95
O=C(CSc1nnc2c3ccccc3c3ccccc3c2n1)Nc1ccccc1F	86	nt	61*	90	44	83	92	4	91	11	89
COC(=O)C1=C(C)N(Cc2ccco2)C(=O)N[C@H]1c1cccc(C(F)(F)F)c1	97	nt	19	102	18	102	96	38	98	7	96
COc1ccc(N(C)S(=O)(=O)c2cccc(C(=O)NCc3ccc4c(c3)OCO4)c2)cc1	95	-21	-5	96	14	98	97	-19	99	9	96
O=C(NC1CCN(Cc2ccccc2)CC1)c1c(F)cccc1F	102	nt	-6	103	6	105	99	-6	104	2	101
CN1CCC2(CC1)C1CN(C)CC=C1C(C#N)=C(N)C2(C#N)C#N (stereo not given)	?	20	-8&8	?	17&11	?	?	-24&-24	?	31&13	?
CCCCNc1cc(C)nc(N2CCOCC2)n1	95	-6	0	100	11	102	97	-21	100	27	94
C[C@H](NC(=O)NCc1cccs1)C(=O)O	99	11	9	102	15	101	101	4	103	35	97
CCOC(=O)c1cnn(-c2ccccc2)c1NC(=O)c1cccs1	100	-21	-6	102	23	104	102	2	102	38	99
COC(=O)c1c(N2C(=O)CCC2=O)sc2c1CCCC2	104	nt	-8	102	20	109	105	-8	102	8	101
Cc1cccc(C(=O)N/N=C/C(C)Cc2ccc3c(c2)OCO3)c1 (stereo not given)	106	5	7	106	14	117	103	-3	110	21	107
O=c1[nH]cnc2scc(-c3ccc(F)cc3)c12	100	1	-5	101	10	103	104	-8	102	8	99
CCOC(=O)C1=C(CC)OC(N)=C(C#N)C1c1ccc(F)cc1F (stereo not given)	95	-14	-12	92	11	92	92	-25	91	10	93
COc1ccccc1C(=O)Nc1ccc2c(c1)nc(CN1CCCCC1)n2C	96	nt	31	94	19	96	95	-7	97	12	95
O=C(NCCCNC(=O)C(F)(F)C(F)F)C(F)(F)C(F)F	100	nt	-1	100	17	105	97	5	102	38	97

The listing continues.
SMILES	Rab2 wt GTP	Pf gamet viab	Mcl1-Noxa inh	HRas wt GTP bind	GSH fluor	Rac1 wt modul	Rab7 wt GTP bind	Mcl1 Bid PPI	Cdc42 wt GTP	Avidin fluor	Rac1 act GTP bind
O=C1Nc2ccc([N+](=O)[O-])cc2C1=Nc1cccc(CO)c1	96	0	14	93	13	93	96	-30	95	8	92
CC(=O)c1cc(OC(=O)c2ccncc2)ccc1OC(=O)c1ccncc1	100	nt	21	101	23	103	99	-11	102	6	99
COc1ccc(NC(=O)Nc2ccc(F)cc2F)c(C)c1	99	-25	8	103	8	106	103	-45	100	13	97
CC(NC(=O)c1ccco1)c1ccc2c(c1)OCCO2 (stereo not given)	100	2	4	98	26	103	101	-5	100	41	99
CCc1cc(C(=O)OC)c(NC(=O)CCC(=O)O)s1	101	3	-7	100	25	101	104	-3	99	11	96
Cc1ccc2nc(C)c(C(=O)N/N=C/c3cccs3)cc2c1	?	5	6	?	8	?	?	-25	?	12	?
COCCN1Cc2cccc(C(=O)Nc3cc(C)cc(C)c3)c2C1=O	?	1	13	?	19	?	?	-3	?	7	?
O=C(CSc1c2c(nc3ccccc13)CCC2)N1CCCC1	96	nt	10	97	18	93	96	-23	96	9	95
COc1ccc(C(CC(=O)c2ccc(C)cc2)Nc2ccc([N+](=O)[O-])cc2)cc1 (stereo not given)	93	-3	-1	96	9	97	93	0	100	16	97
Cc1cccc(N(NC(=O)C(C)(C)O)C(=O)c2ccccc2)c1	97	-6	-6	99	17	95	97	-15	99	33	98
O=C(CCN1C(=O)c2ccccc2C1=O)Nc1cc(F)ccc1F	93	-16	17	96	25	94	97	2	96	13	95
O=C1Nc2ccccc2C12Nc1ccccc1S2 (stereo not given)	97	nt	23	97	12	95	97	-8	99	34	97
O=C(CSc1nnc(-c2ccco2)n1CC1CCCO1)N1CCCCC1 (stereo not given)	99	nt	15	101	32	110	99	2	100	11	100
COc1ccc(/C(N)=N/OC(=O)C2CCC(=O)N2S(=O)(=O)c2ccc(C)cc2)cc1OC (stereo not given)	101	14	2	102	6	103	99	-8	104	3	101
CCCCOC(=O)c1cccc(NC(=O)CC)c1	96	nt	5	97	14	97	103	2	98	25	94
COc1cc(NC(=O)CN2C(=O)NC(C)(CC(C)C)C2=O)cc(OC)c1 (stereo not given)	98	nt	13	100	26	98	100	-27	99	14	96
COc1cccc(-c2cc(C(F)(F)F)nc(N3CCN(c4ccccc4)CC3)n2)c1	95	-23	-9	97	21	93	94	-2	97	34	94
CCOC(=O)N1CCN(C(=O)c2cn(CC)c3ccc(S(=O)(=O)N4CCCC4)cc3c2=O)CC1	95	-7	3	96	18	101	99	9	96	29	96
Cc1ccc2oc(=O)c3cnn(CC(=O)N4CCCCCC4)c3c2c1	100	nt	-7	99	15	101	97	-27	102	5	100
CC12CCC(C(=O)NCc3ccc(Cl)cc3)(OC1=O)C2(C)C (stereo not given)	97	-7	5	100	6	102	97	-4	103	6	98

Bioassay records: PubChem, several laboratories
